ARNT TACC3 PPI – disruptors of ARNT/TACC3 protein interaction, primary screen, biochemical, AlphaScreen, single concentration; Transforming acidic coiled-coil-containing protein 3 (Homo sapiens), Q9Y6A5; AlphaScreen His-ARNT PAS-B/GST-TACC3 binding, luminescence; TACC3 fragment carries E629A point mutation; inhibition, % at 9.99 µM; actives 0.66% (n = 390,000); AID 623870, 2012;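 active means mean inhibition of replicates at least 50% and at least half of replicates each reaching 50%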;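 further: 0% = complete ARNT plus TACC3 wells and 100% = ARNT alone without TACC3; many hits fall short of the cut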
Active calls of the source: *. Not all compounds are listed; rates above refer to the full screens.

Screening CCN(C(=O)Nc1ccccc1OC)c1c(N)n(Cc2ccccc2)c(=O)[nH]c1=O returned ARNT TACC3 PPI -2.
For COc1ccc(/C(O)=C/C(=O)C(=O)Nc2c(C)n(C)n(-c3ccccc3)c2=O)cc1 the results were ARNT TACC3 PPI 3.
Screening COc1ccc(C2c3sc(=O)[nH]c3SC3C4CCC(C4)C23)cc1 (stereo not drawn) returned ARNT TACC3 PPI -7.
`Cc1occc1-c1nc(-c2ccncc2)no1` gave ARNT TACC3 PPI 1.
Screening COc1ccc(C(=O)N/N=C(\C)Cn2nc([N+](=O)[O-])cc2C)cc1 returned ARNT TACC3 PPI 2.
Screening Cc1ccc(-n2c(SCC(=O)NCc3ccco3)nc3sc4c(c3c2=O)CC(C)(C)SC4)cc1 returned ARNT TACC3 PPI -1.
`CC1(C)Cc2c(c(-c3ccccc3)[nH]c(=O)c2C#N)CO1` gave ARNT TACC3 PPI -3.
Cc1ccc(C)c(N(Cc2ccccc2F)S(C)(=O)=O)c1 was read as ARNT TACC3 PPI -13.
`CCOC(=O)Cn1nc(-c2ccccc2)nc1-c1ccccc1` gave ARNT TACC3 PPI -11.
Screening OCCCCCN=c1cc(-c2ccccc2)oc2ccc(Cl)cc12 returned ARNT TACC3 PPI 13.
For COc1ccccc1-c1nnc(SCC(=O)N2CCC(C)CC2)o1 the results were ARNT TACC3 PPI 1.
CC(/C=C/c1ccco1)=N\NC(=O)c1cccnc1 was read as ARNT TACC3 PPI 14.
`CCOC(=O)c1cc(-c2ccc3c(c2)OCO3)nc2onc(C)c12` gave ARNT TACC3 PPI -3.
Screening CC(N=C1NS(=O)(=O)c2ccccc21)c1ccccc1 (stereo not drawn) returned ARNT TACC3 PPI 3.
O=C(CCN1C(=O)COc2ccccc21)NCCCN1CCN(c2ccc(F)cc2)CC1 was read as ARNT TACC3 PPI 4.
`COC(=O)C1=C(C(=O)c2ccccc2)C(c2ccc(OC)c(OC)c2)Nc2nnnn21` (stereo not drawn) gave ARNT TACC3 PPI -27.
For CC(C)c1ccc(S(=O)(=O)N2CCN(C(=O)c3cccc(F)c3)CC2)cc1 the results were ARNT TACC3 PPI -26.
`Clc1ccc(OCCSc2ncccn2)cc1` gave ARNT TACC3 PPI -25.
Screening C=CCN1C(=O)C2C(C(=O)NC)C3C=CC2(O3)C1C(=O)NCc1ccc(OC)cc1 (stereo not drawn) returned ARNT TACC3 PPI -5.
Screening Clc1cccc(Cl)c1CSc1nnc(CN2CCOCC2)n1-c1ccccc1 returned ARNT TACC3 PPI -11.
Screening COc1ccc(S(=O)(=O)N2CCC(C(=O)NCc3ccccn3)CC2)cc1C returned ARNT TACC3 PPI -4.
`CCCCN1C(=O)/C(=C2/Sc3ccc(OC)cc3N2CC)SC1=S` gave ARNT TACC3 PPI 2.
Cc1nc(SCC(=O)NC(=O)NCc2ccccc2)nc(C)c1C was read as ARNT TACC3 PPI -15.
O=[N+]([O-])c1ccc2c(c1)C(O)n1nc(-c3ccc(Cl)cc3Cl)nc1S2 (stereo not drawn) was read as ARNT TACC3 PPI -4.

Brought forward from above: 5 entries, followed by the next part.
Screening Clc1cccc(Cl)c1CSc1nnc(CN2CCOCC2)n1-c1ccccc1 returned ARNT TACC3 PPI -11.
Screening COc1ccc(S(=O)(=O)N2CCC(C(=O)NCc3ccccn3)CC2)cc1C returned ARNT TACC3 PPI -4.
`CCCCN1C(=O)/C(=C2/Sc3ccc(OC)cc3N2CC)SC1=S` gave ARNT TACC3 PPI 2.
Cc1nc(SCC(=O)NC(=O)NCc2ccccc2)nc(C)c1C was read as ARNT TACC3 PPI -15.
O=[N+]([O-])c1ccc2c(c1)C(O)n1nc(-c3ccc(Cl)cc3Cl)nc1S2 (stereo not drawn) was read as ARNT TACC3 PPI -4.
COc1ccc(CN(Cc2cc3ccc(C)cc3[nH]c2=O)Cc2nnnn2C2CCCC2)cc1 was read as ARNT TACC3 PPI 1.
CS(=O)(=O)N1CCN(C(=O)c2c(F)cccc2F)CC1 was read as ARNT TACC3 PPI 13.
Screening COCc1[nH]nc2c1C(c1ccccc1OC)C(C#N)=C(N)O2 (stereo not drawn) returned ARNT TACC3 PPI 26.
For C=CCOc1ccc(C2N3CC4(C)CN2CC(CCC)(C3)C4=O)cc1 (stereo not drawn) the results were ARNT TACC3 PPI -20.
C=CCc1ccc(OCC(O)CN2CCCCC2)c(OC)c1 (stereo not drawn) was read as ARNT TACC3 PPI 11.
`Cc1ccc2c(c1)nnn2C1CCN(CC(=O)Nc2ccccc2N2CCOCC2)CC1` gave ARNT TACC3 PPI 4.
CCCCn1c(SCC(=O)Nc2nnc(CC)s2)nc2c1c(=O)n(C)c(=O)n2C was read as ARNT TACC3 PPI 7.
Cc1cccc2cc(C#N)c(SCC(=O)NCC3CCCO3)nc12 (stereo not drawn) was read as ARNT TACC3 PPI -2.
`CC(C)(CO)Nc1nc(Nc2ccccc2)nc(Nc2ccccc2)n1` gave ARNT TACC3 PPI -5.
Screening OCCN(Cc1ccccc1)Cc1ccccc1F returned ARNT TACC3 PPI -5.
O=c1c2ccccc2nc(SCc2cn3ccsc3n2)n1-c1ccccc1 was read as ARNT TACC3 PPI 4.
Screening C=CCCc1ccc(C#N)c(SCc2c(C(=O)OCC)c3cc(OC(C)=O)c(Br)cc3n2C)n1 returned ARNT TACC3 PPI -5.
For CC1(C)Cc2c(sc3nc(NCCN4CCOCC4)n4ncnc4c23)CO1 the results were ARNT TACC3 PPI -20.
`CC(=O)N1CC2(C)CN(C(C)=O)CC(C)(C1)C2O` (stereo not drawn) gave ARNT TACC3 PPI -11.
`CCN(CC)S(=O)(=O)c1ccc(Cl)c(C(=O)Nc2nnc(C)s2)c1` gave ARNT TACC3 PPI -2.
Screening CCOC(=O)/C(=C/C=C1\Sc2ccccc2N1CC)C(C)=O returned ARNT TACC3 PPI 2.
`CCOc1cc(C(=O)NC(C)COC)cc(OCC)c1OCC` (stereo not drawn) gave ARNT TACC3 PPI -46.
For COC(=O)C(C(=O)Nc1ccccc1C)C1CCCC1 (stereo not drawn) the results were ARNT TACC3 PPI -1.
Screening CCCCN1CCc2c([nH]c3ccccc23)C1=O returned ARNT TACC3 PPI -5.
Screening CCC1CCCCN1S(=O)(=O)c1ccc(C(=O)Nc2nnc(-c3cccs3)o2)cc1 (stereo not drawn) returned ARNT TACC3 PPI 19.
Screening CCOC(=O)c1c(C)nc2c(C#N)cnn2c1C returned ARNT TACC3 PPI -3.
`CCOC(=O)CCNCC1COc2ccccc2O1` (stereo not drawn) gave ARNT TACC3 PPI 2.
Cc1occc1C(=O)Nc1nccs1 was read as ARNT TACC3 PPI -12.
COC(C)(C)[C@]12CC(O)(c3ccccc3)ON1[C@H]1CCCCC1N2O (stereo partly drawn) was read as ARNT TACC3 PPI -2.
Screening FC(F)(F)c1nc2ccccc2nc1N/N=C\c1ccccc1 returned ARNT TACC3 PPI 24.
`COc1ccc(-c2cc(C(=O)N3CCCc4ccccc43)no2)cc1` gave ARNT TACC3 PPI 3.
`Cc1ccc(NC(=S)Nc2ncccc2C)c(C)c1` gave ARNT TACC3 PPI 24.
`Cc1ccc(-c2cc(C(=O)Nc3ccc4c(c3)OCCO4)c3ccccc3n2)cc1` gave ARNT TACC3 PPI -12.
COc1cc2nc(C)sc2cc1SC was read as ARNT TACC3 PPI -8.
`NC(=O)C1(N2CCCCC2)CCN(c2nc(-c3ccc(Br)cc3)cs2)CC1` gave ARNT TACC3 PPI 23.
For CN(C)/C=C1/Nc2ccccc2C1=O the results were ARNT TACC3 PPI 4.
Cc1ccccc1S(=O)(=O)Oc1ccccc1C(=O)Oc1ccccc1 was read as ARNT TACC3 PPI -11.
For COc1cc(/C=N/n2nnnc2N)ccc1OCC(N)=O the results were ARNT TACC3 PPI 5.
`CC(=O)c1cccc(NS(=O)(=O)c2c(C)n[nH]c2C)c1` gave ARNT TACC3 PPI -3.
For CCCCCCn1c(CN2CCN(C(=O)OCC)CC2)nc2c1c(=O)n(C)c(=O)n2C the results were ARNT TACC3 PPI -28.
`CCOC(=O)c1[nH]c(C)c(CC(C)C)c1C` gave ARNT TACC3 PPI 3.
O=C(CCC(=O)N1CCCC1)Nc1nnc(C2CCCCC2)s1 was read as ARNT TACC3 PPI -3.
Screening CON(C)c1nc(NCC(C)C)nc(OCC#N)n1 returned ARNT TACC3 PPI -17.
`COc1cc(CNCC(C)C)c(Br)cc1OCC(=O)NCc1ccccc1` gave ARNT TACC3 PPI -6.
Screening COc1ccccc1NC(=O)Cn1nnc(-c2ccccc2NC(=O)c2ccco2)n1 returned ARNT TACC3 PPI -3.
`CCCC1C2CN(C(C)=O)CC=C2C(C#N)=C(N)C1(C#N)C#N` (stereo not drawn) gave ARNT TACC3 PPI -11.
`Cc1cc(C)c(C)c(S(=O)(=O)N2C(=S)NC(=O)C2C(C)C)c1C` (stereo not drawn) gave ARNT TACC3 PPI 2.
Cn1nc(C(F)(F)F)c(C#N)c1N1CCN(c2cccc(C(F)(F)F)c2)CC1 was read as ARNT TACC3 PPI -11.
Screening CS(=O)(=O)Nc1ccc2[nH]c(=O)[nH]c2c1 returned ARNT TACC3 PPI -2.
Screening O=C(CN1CC(=O)Oc2ccccc21)OCC(=O)c1cccc(Br)c1 returned ARNT TACC3 PPI 73*.
CCOc1ccc(NC(=O)N(CCN2CCOCC2)Cc2ccc3c(c2)CCCN3CC)cc1 was read as ARNT TACC3 PPI 12.
`Cc1nnc(Nc2ccc(C(=O)NCCO)cc2)c2ccccc12` gave ARNT TACC3 PPI 4.
Screening COc1ccc(C)cc1S(=O)(=O)Nc1ccccc1C returned ARNT TACC3 PPI -9.
`O=C(CNCCO)N1CCc2ccccc21` gave ARNT TACC3 PPI -2.
`O=C(NCCc1ccccc1)C(=O)NCC1(c2ccccc2)CCCC1` gave ARNT TACC3 PPI -4.
Screening O=C(NCCCN1CCCCCC1)c1ccc2c(c1)NC(=O)C(N1CCOCC1)S2 (stereo not drawn) returned ARNT TACC3 PPI 1.
Screening CN1CCc2nc(SCC(=O)Nc3cccc(F)c3)c(C#N)c(-c3cccs3)c2C1 returned ARNT TACC3 PPI 11.
For COc1cc2[nH]c(=S)n(C3CCCC3)c(=O)c2cc1OC the results were ARNT TACC3 PPI -10.
Screening Cc1c(C(=O)NCc2ccccc2)cnn1-c1ccccc1 returned ARNT TACC3 PPI -2.
`Cc1ccc[n+](CC(=O)Nc2ccc([N+](=O)[O-])cc2Cl)c1` gave ARNT TACC3 PPI 3.
Screening CC(Sc1nc2ccccc2s1)C(=O)Nc1nnc(C(C)C)s1 (stereo not drawn) returned ARNT TACC3 PPI -4.
Screening O=C(Oc1cccc(NC(=O)c2ccco2)c1)c1cccc(S(=O)(=O)N2CCCC2)c1 returned ARNT TACC3 PPI -7.
CC1Cc2ccccc2N1CC(=O)Nc1ccc2c(c1)OCO2 (stereo not drawn) was read as ARNT TACC3 PPI 3.
For CCOC(=O)c1ccc(NC(=O)Oc2ccccc2)cc1 the results were ARNT TACC3 PPI 1.
CCOC(=O)C1CCN(C(=O)Cc2c(C(=O)O)n(C)c3ccccc23)CC1 was read as ARNT TACC3 PPI -2.
Screening CCC(C)C(=O)Nc1c2c(nc3c1CCC3)CCCC2 (stereo not drawn) returned ARNT TACC3 PPI 15.
c1csc(-c2noc(COc3ccc4c(c3)CCCC4)n2)c1 was read as ARNT TACC3 PPI -7.
`O=C(Nc1ccc(Oc2ccccc2)cc1)C1CCN(c2c3c(nc4ncnn24)CCC3)CC1` gave ARNT TACC3 PPI 1.
For CCCc1nc(SCc2ccccc2Cl)n[nH]1 the results were ARNT TACC3 PPI -5.
For CCCCOC(=O)Nc1ccc(N2CCOCC2)cc1 the results were ARNT TACC3 PPI 0.
Screening Cc1cc(C)n2ncc(C(=O)NCc3cccnc3)c2n1 returned ARNT TACC3 PPI 10.
COc1ccc(OC)c(-c2cc(C(=O)Nc3cc(C)on3)no2)c1 was read as ARNT TACC3 PPI -4.
`COc1ccc(C)cc1NC(=O)c1ccoc1C` gave ARNT TACC3 PPI -2.
`COc1c(C)cccc1C(=O)Nc1ccc(N2CCOCC2)c(Cl)c1` gave ARNT TACC3 PPI -1.
CC(C)Cn1c(NCCN(C)C)nc2c1c(=O)[nH]c(=O)n2C was read as ARNT TACC3 PPI -20.
For O=c1c2sc3nc(N4CCOCC4)c4c(c3c2nnn1Cc1ccccc1)CCCC4 the results were ARNT TACC3 PPI -1.
Cc1cccnc1Sc1c([N+](=O)[O-])ncn1C was read as ARNT TACC3 PPI -2.
For O=C(NNC(=O)c1ccccc1-n1cccc1)c1ccc(Cl)c(Cl)c1 the results were ARNT TACC3 PPI 0.
For O=C(Nc1cccc(F)c1)c1ccc(-c2ccccc2Cl)o1 the results were ARNT TACC3 PPI -4.
O=C1CC(c2ccc(S(=O)(=O)N3CCCCC3)cc2)CN1 (stereo not drawn) was read as ARNT TACC3 PPI -1.
Screening CN(C)C(=O)N1CCCC(C(=O)NCc2ccccc2Cl)C1 (stereo not drawn) returned ARNT TACC3 PPI -2.
COc1ccc(C2C(C(=O)c3ccc(C)o3)=C(O)C(=O)N2c2cc(C)on2)cc1OC (stereo not drawn) was read as ARNT TACC3 PPI 3.
Screening CNc1ccc(Br)cc(C(=O)/C=C/c2cccc(OC)c2)c1=O returned ARNT TACC3 PPI 10.
`Cc1ccc(Cl)c(OCC(O)CN(CCO)CCO)c1` (stereo not drawn) gave ARNT TACC3 PPI -3.
`COc1ccc2c(c1)OC1=C(C(=O)CCC1)C2C1=C(O)CCCC1=O` (stereo not drawn) gave ARNT TACC3 PPI -12.

Two compounds drawn at random from the list so far:
For O=C(Nc1cccc(F)c1)c1ccc(-c2ccccc2Cl)o1 the results were ARNT TACC3 PPI -4.
O=C1CC(c2ccc(S(=O)(=O)N3CCCCC3)cc2)CN1 (stereo not drawn) was read as ARNT TACC3 PPI -1.

Among those listed so far, 4 contain a nitro group on carbon:
Screening COc1ccc(C(=O)N/N=C(\C)Cn2nc([N+](=O)[O-])cc2C)cc1 returned ARNT TACC3 PPI 2.
O=[N+]([O-])c1ccc2c(c1)C(O)n1nc(-c3ccc(Cl)cc3Cl)nc1S2 (stereo not drawn) was read as ARNT TACC3 PPI -4.
`Cc1ccc[n+](CC(=O)Nc2ccc([N+](=O)[O-])cc2Cl)c1` gave ARNT TACC3 PPI 3.
Cc1cccnc1Sc1c([N+](=O)[O-])ncn1C was read as ARNT TACC3 PPI -2.
